Screens as filed in PubChem BioAssay.
WT yeast gro inh – growth inhibition of WT yeast, mitochondrial fusion screen; 2.1% of 190,000 active; mitochondrial fusion phenotypic screen, WT strain; inhibition, % at 10 µM; AID 1362; in the data active = inhibition above about 58%; tested in S. cerevisiae
Yfh1-off respiration – mitochondrial function rescue without frataxin homolog – Friedreich's ataxia, plus single-dose screen, dose response (AID 1465). S. cerevisiae Yfh1-off respiration, WST-1 reduction, 72 h; higher fold induction means a stronger effect. fold induction at 50 µM; hits with a dose series show EC50 in µM. 0.074% of 220,000 active;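 active = fold induction of absorbance versus untreated yeast above a set limit, then at least 30% activation at any dose in follow-up; inconclusive = repeats straddling the limit, or above it without dose testing; inactive = fold induction below the set limit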;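 note: activators that raise dye reduction in frataxin-depleted yeast; strong numbers were not always called active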
RSV antiviral HEp-2 – inhibition of RSV-induced cytopathic effect – HEp-2 cells, primary 10 µM value included (AID 2391) | CPE inhibition, % at 10 µM, or IC50 in µM where a hit was titrated | 0.13% of 310,000 active | HEp-2 cells, RSV-induced CPE inhibition; higher % means a stronger effect; in the data active = a potency from the dose series; inconclusive = CPE inhibition mostly from about 23% at the one dose, without a potency; inactive = the rest, 99 in 100 with CPE inhibition below about 21%; note: strong numbers were not always called active
XIAP antagonists – XIAP antagonists, biochemical, IAP family, fluorescence polarization (AID 1018); XIAP BIR domain, fluorescence polarization peptide displacement; higher % means a stronger effect; displacement, % at 20 µM; hits with a dose series show IC50 in µM; 0.007% of 200,000 active; in the data active = displacement above about 50%; note: a part of the inactive calls stands beside numbers as strong as those of hits
CSM14.1 death rescue – rescue of cells from ER stress-induced death, primary screen, 384-well, CSM14.1, thapsigargin, ATP luminescence (AID 1222). CSM14.1 thapsigargin-induced death rescue, ATP luminescence; higher % means a stronger effect. cellular ATP content (survival), % at 20 µM; hits with a dose series show EC50 in µM. 190,000 tested, under 10 active;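 active = EC50 below 50 µM in the dose-response confirmation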;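 note: death triggered by thapsigargin at about 15 µM added after 2 h compound pretreatment; cell ATP read after overnight thapsigargin exposure of roughly 18 to 22 hours; normalized against plate controls of thapsigargin alone and 5% DMSO vehicle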
NS5 inhibitors – flavivirus cap methylation enzyme inhibition – biochemical, confirmation dose response, primary screen (AID 588689) | Dengue-2 NS5 methyltransferase capping enzyme assay, biochemical; higher % means a stronger effect | 0.3% of 340,000 active | one-dose inhibition, % at 25 µM; IC50 in µM for titrated hits; in the data active = a potency from the dose series; inconclusive = inhibition above about 29% without an active follow-up result
Large T inhibition – SV40 large T antigen inhibitors, biochemical (AID 1903) | SV40 large T antigen ATPase/helicase inhibition assay; higher % means a stronger effect | inhibition, % at 20 µM, or IC50 in µM where a hit was titrated | 0.39% of 310,000 active; in the data active = a potency from the dose series; inconclusive = inhibition mostly from about 32% at the one dose, without a potency; inactive = the rest, 99 in 100 with inhibition below about 32%; note: strong numbers were not always called active
West Nile virus CPE – West Nile virus antiviral activity, cell-based, CPE readout (AID 1621); 0.02% of 290,000 active; CPE inhibition, % at 10 µM, or IC50 in µM where a hit was titrated; West Nile virus-infected cells, CPE inhibition; higher % means a stronger effect; in the data active = a potency from the dose series; inconclusive = CPE inhibition mostly from about 3.7% at the one dose, without a potency; inactive = the rest, 99 in 100 with CPE inhibition below about 2.2%; note: strong numbers were not always called active
K1F lysis inhibition – protection from phage-mediated lysis, alamar blue read-out – E. coli UTI89, K1F phage, bacterial capsule biogenesis inhibitors (AID 488966); E. coli UTI89 K1F phage lysis, alamar blue, 2 h; higher % means a stronger effect; one-dose inhibition, % at 100 µM; IC50 in µM for titrated hits; 0.02% of 340,000 active;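 active = phage lysis inhibition, versus mean bacterial control, above a set limit; inconclusive = no clear call, values can overlap the other calls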;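 note: capsule biogenesis inhibitors block K1F phage lysis so surviving cells raise fluorescence; higher fluorescence means more inhibition of phage lysis; actives were called in the ten point dose series up to 300 µM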
WT yeast gro inh mutant strain – recorded beside WT yeast gro inh, whose call it bears; inhibition, %; mitochondrial fusion phenotypic screen, mutant strain inhibition
NS5 inhibitors pilot replicate – also measured in NS5 inhibitors; calls as there; inhibition, %; measured here: pilot screen replicate inhibition
* marks the source's active call; other numbers are inactive results; i = inactive; ? = inconclusive; nt = no result given; [ ] = dose if it differs, or a comment.

SMILES	WT yeast gro inh	WT yeast gro inh mutant strain	Yfh1-off respiration	RSV antiviral HEp-2	XIAP antagonists	CSM14.1 death rescue	NS5 inhibitors	Large T inhibition	West Nile virus CPE	K1F lysis inhibition	others
FC(F)(F)c1nc2ccccc2nc1N/N=C/c1ccc(Cl)cc1	3	18	i	5.1%	-4.0%	-2.8%	-4%	31%	-0.2%	-0.2%
Cc1nc2ccc(Cl)cc2nc(C)/c1=N\O	4	14	i	0.4%	-1.2%	0.3%	-19%	11%	0.0%	-0.4%
COc1ccccc1OCC#CCSc1ncccn1	-24	-4	i	-0.2%	-6.6%	-0.9%	-54%	5%	0.7%	-0.2%
Cc1nc2ccc(-n3ccc(=O)cc3)cc2s1	-6	5	i	1.4%	-4.1%	1.5%	1%	0%	0.1%	2.8%
CCCCN(C(=O)CC1OC(=O)c2ccccc21)c1c(N)n(CCCC)c(=O)[nH]c1=O (stereo not drawn)	nt	nt	nt	-1.8%	nt	nt	-6%	9%	nt	1.4%[50 µM]
O=C(CSc1cccc2cccnc12)N1CCCC1	2	-4	i	1.0%	-4.7%	nt	1%	16%	-0.2%	-0.5%
CCOc1ncccc1C(=O)Nc1nnc(C(CC)CC)s1	12	26	i	-0.1%	-3.9%	0.4%	7%	12%	-1.3%	1.1%
Cc1nccn1CC(O)COc1ccc([N+](=O)[O-])cc1 (stereo not drawn)	nt	nt	nt	-0.2%	nt	nt	3%	-1%	0.5%	0.5%
CCOC(=O)c1ccccc1NC1c2ccccc2C(=O)N1c1cc(C)ccn1 (stereo not drawn)	54	12	i	3.9%	0.9%	3.9%	-1%	3%	-0.5%	-0.3%
O=C(COc1cc(Cl)c(Cl)cc1Cl)Nn1cnnc1	3	-6	i	0.0%	-0.2%	-1.3%	-9%	-4%	0.3%	0.0%
COc1cccc(-n2c(SCC(=O)NC3CCCC3)nnc2-c2ccco2)c1	-20	-5	i	1.1%	-2.4%	-0.9%	-6%	13%	-0.4%	0.3%
O=C(NCCCN1CCCC1=O)c1cccc(C(F)(F)F)c1	-6	2	i	0.6%	-9.0%	-1.9%	-3%	2%	-0.3%	5.5%
CCCSc1nnc2n(C)c(=O)c3c4c(sc3n12)CCC4	29	12	i	8.7%	1.0%	1.7%	-1%	-6%	-0.6%	1.0%
CCN(CCO)Cc1cc(=O)oc2cc3c(cc12)CCC3	2	6	i	2.3%	0.5%	nt	-8%	14%	-0.2%	0.2%
Cc1cc(S(=O)(=O)Nc2ccc(C(=O)NCC(C)(C)N3CCOCC3)cc2)ccc1F	nt	nt	nt	-0.4%	nt	nt	0%	9%	-0.3%	2.0%[50 µM]
Cn1c(=NC(=O)CS(=O)(=O)c2ccccc2)sc2ccccc21	nt	nt	nt	-1.5%	nt	nt	-1%	22%	nt	0.8%[50 µM]
Cc1ccc(CSc2ncnc3c2cnn3Cc2ccccc2)cc1	76*	48*	i	8.8%	-4.5%	0.9%	-1%	3%	-1.1%	0.8%	NS5 inhibitors pilot replicate=6.1
CCc1nc(SCC(=O)NC2CCCC2)c2c(=O)n(C)c(=O)n(C)c2n1	nt	nt	nt	1.4%	nt	nt	-3%	4%	-0.1%	0.1%
O=C(COc1ccccc1[N+](=O)[O-])N/N=C/c1ccc(OC(=O)c2ccco2)cc1	-8	-2	i	0.7%	-11%	-3.0%	-1%	0%	0.0%	1.4%[50 µM]
Cc1ccc(OCCn2ccnc2)c([N+](=O)[O-])c1	nt	nt	nt	1.5%	nt	nt	-2%	9%	-0.8%	-0.1%	NS5 inhibitors pilot replicate=-2.1
COc1cccc(-c2cc(C(=O)NCCCN3CCOCC3)no2)c1	nt	nt	nt	0.3%	nt	nt	8%	17%	-0.4%	0.4%
CCn1c(C)nc2c(C)[n+](CC(=O)c3ccc(Br)cc3)ccc21	-1	-10	i	0.6%	-8.8%	3.1%	0%	9%	-0.9%	0.1%
O=C1NCCN/C1=C\C(=O)c1cccc(Br)c1	nt	nt	i	1.1%	nt	nt	-3%	3%	-0.4%	-0.7%
COCCNC(=O)COc1ccc(C)cc1C	4	19	i	1.6%	-7.3%	-1.5%	-3%	0%	0.6%	9.1%
C=CCNc1nc(S(=O)Cc2ccc(C)cc2)nc2c1CCCC2 (stereo not drawn)	14	33	i	-1.6%	-8.4%	0.0%	-5%	-1%	-1.5%	0.0%
CC1=Nn2c(nnc2-c2ccccc2Cl)SC1	7	16	i	-0.8%	-3.3%	2.0%	2%	6%	-0.8%	-0.1%
O=C(NC1CCCC1)C(c1ccccn1)N(C(=O)c1csnn1)c1ccccc1F (stereo not drawn)	nt	nt	nt	-0.5%	nt	nt	-5%	6%	-0.5%	0.3%
Cc1ccc(N(CC(=O)Nc2ccc(F)c(Cl)c2)S(=O)(=O)c2c(C)noc2C)cc1	18	14	i	1.9%	-4.0%	0.8%	-1%	2%	-0.3%	0.9%
COc1ccc(NC(=O)c2cc3c(CO)cnc(C)c3oc2=Nc2cc(OC)cc(OC)c2)cc1	nt	nt	nt	1.2%	nt	nt	-3%	-4%	0.0%	0.1%
O=C(Nc1ccc(N2CCOCC2)cc1)C1(c2ccc(Cl)cc2)CCC1	-8	4	i	0.7%	-10%	0.1%	-3%	15%	-0.4%	0.0%
Cc1cc(=O)n2nc(N3CCC(C(=O)Nc4c(F)c(F)c(F)c(F)c4F)CC3)sc2n1	nt	nt	nt	0.2%	nt	nt	-5%	14%	0.5%	1.2%
O=C(Nc1ccc(S(=O)(=O)N2CCOCC2)cc1)C1CC(=O)N(c2ccc(F)cc2)C1 (stereo not drawn)	nt	nt	nt	1.5%	nt	nt	-5%	-1%	-0.2%	0.3%
Cc1sc(NC(=O)CSc2nnnn2C(C)C)c(C#N)c1C	nt	nt	i	1.7%	nt	nt	1%	19%	-0.1%	0.1%
Cc1cccc(N/C=C/C(=O)c2cccs2)c1C	11	-7	i	9.6%	-2.9%	-3.7%	-1%	-5%	-0.7%	2.4%[50 µM]
COC(=O)COc1nc(C)c(Br)c(OC)n1	-5	-19	i	4.9%	0.5%	-1.1%	-4%	11%	0.2%	0.3%
Cc1cc2cc(CN(CC3CCCO3)C(=S)Nc3ccccc3)c(=O)[nH]c2cc1C (stereo not drawn)	12	-7	i	-0.2%	-5.6%	-1.1%	-7%	5%	-0.8%	5.4%
CN(CC(=O)Nc1cccc(F)c1)C(=O)c1csc2c1CCCC2	nt	nt	nt	3.8%	nt	nt	-1%	6%	nt	5.4%[50 µM]
Cc1cc(N2CCC(C)CC2)nc(SCC(=O)c2ccccc2)n1	18	9	i	?	-3.2%	-1.5%	-3%	6%	0.4%	2.0%
O=C(O)CCCNC(=O)/C(=C\c1ccccc1F)NC(=O)c1ccccc1	-3	-5	i	1.7%	-9.7%	0.0%	-13%	2%	-0.2%	0.6%
Cc1ccc(F)cc1NC(=O)COC(=O)COc1ccc(C#N)cc1	nt	nt	nt	0.5%	nt	nt	-6%	23%	nt	1.6%[50 µM]

Pulled by structure from above:
SMILES	WT yeast gro inh	WT yeast gro inh mutant strain	Yfh1-off respiration	RSV antiviral HEp-2	XIAP antagonists	CSM14.1 death rescue	NS5 inhibitors	Large T inhibition	West Nile virus CPE	K1F lysis inhibition	others
COCCNC(=O)COc1ccc(C)cc1C	4	19	i	1.6%	-7.3%	-1.5%	-3%	0%	0.6%	9.1%
Cc1ccc(F)cc1NC(=O)COC(=O)COc1ccc(C#N)cc1	nt	nt	nt	0.5%	nt	nt	-6%	23%	nt	1.6%[50 µM]

Later entries
SMILES	WT yeast gro inh	WT yeast gro inh mutant strain	Yfh1-off respiration	RSV antiviral HEp-2	XIAP antagonists	CSM14.1 death rescue	NS5 inhibitors	Large T inhibition	West Nile virus CPE	K1F lysis inhibition	others
O=C(COc1ccc(Cl)cc1)Nc1ccc2c(c1)OCO2	nt	nt	nt	1.4%	nt	nt	4%	7%	-0.6%	1.4%
Cn1cc(S(=O)(=O)N2CCCC(C(=O)O)C2)cn1 (stereo not drawn)	0	11	i	-1.2%	-2.9%	0.7%	-7%	4%	0.3%	1.5%
CSC1=NCCN1C(=O)c1ccc2ccccc2c1	nt	nt	i	2.0%	nt	nt	-16%	13%	0.2%	0.2%
Cc1ccc(C)c(S(=O)(=O)N2CCCC2CNC(=O)C(=O)NC2CCCC2)c1 (stereo not drawn)	nt	nt	nt	-1.5%	nt	nt	1%	8%	nt	1.1%[50 µM]
c1csc(C2C3=C(Nc4ncnn42)c2ccccc2OC3)c1 (stereo not drawn)	11	8	i	2.0%	-10%	-0.1%	7%	24%	-0.1%	3.2%
CN=c1scc(-c2cccs2)n1/N=C/c1ccccc1O	62*	35*	i	5.2%	-11%	-6.7%	-1%	6%	-1.9%	4.5%
COc1ccc(-c2nc(NC(=O)C3CC(=O)N(c4ccc5c(c4)OCCO5)C3)sc2C)cc1 (stereo not drawn)	14	-13	i	4.0%	-3.7%	-2.2%	23%	10%	-1.9%	0.1%
Cc1ccc(NC2CCCN(C(=O)C3CCCCC3)C2)cc1C (stereo not drawn)	nt	nt	nt	1.4%	nt	nt	-5%	19%	-1.4%	-0.3%[50 µM]
Cc1ccc(-c2nnn3c2nc(NCCc2ccc(S(N)(=O)=O)cc2)c2ccccc23)cc1	0	-9	i	2.4%	-9.7%	-1.6%	-4%	0%	0.3%	1.2%[50 µM]
O=C(O)c1ccccc1C(=O)NCc1cccnc1	-33	-33	i	3.7%	-2.9%	-2.3%	4%	6%	0.2%	0.3%
CCOc1ccc(S(=O)(=O)NCc2ccc3c(c2)OCO3)cc1C(=O)O	nt	nt	nt	0.7%	nt	nt	-4%	-1%	-0.1%	0.2%
CC(=O)Nc1ccc(Nc2nc(-c3sc(NC(C)=O)nc3C)cs2)cc1	nt	nt	nt	13%	nt	nt	7%	20%	1.6%	0.6%
O=c1c([N+](=O)[O-])c(N2CCOCC2)c2ccccc2n1Cc1ccccc1	-2	2	i	2.6%	-4.2%	2.2%	-3%	4%	-0.1%	-4.7%
COc1cccc(CNC(=S)Nc2cc(C)ccc2C)c1	36	0	i	1.8%	-5.5%	-0.6%	nt	20%	0.0%	0.4%
CN(C)c1ccnc(Oc2ccc(Cl)cc2)c1C#N	14	9	i	0.3%	-8.8%	3.9%	4%	8%	?	3.4%
CN1/C(=C\C=N\O)C(C)(C)c2ccccc21	-4	7	i	0.0%	-7.4%	-0.4%	-3%	2%	0.8%	0.4%
N#Cc1c(N)c(C(=O)c2ccccc2)n2ccccc12	nt	nt	nt	3.0%	nt	nt	7%	9%	nt	-0.5%
c1ccc(CCn2nnnc2C(c2cccs2)N2CCN(Cc3ccc4c(c3)OCO4)CC2)cc1 (stereo not drawn)	2	-7	i	0.7%	-18%	4.6%	-4%	-6%	-1.6%	4.4%
CC1CCN(c2c(NCC3CCC(C(=O)N4CCc5ccccc5C4)CC3)c(=O)c2=O)CC1 (stereo not drawn)	7	0	i	5.7%	-3.8%	1.6%	-7%	17%	0.1%	-0.8%
